# TWEAK Fn14 block: TWEAK-Fn14 signaling inhibition; actives 2% (n = 360,000); AID 1159606; inhibition, % at 10 µM; TWEAK-stimulated Fn14 reporter cells, luciferase luminescence, 8 h; in the data active = inhibition above about 50%
# NCOA1 inh: inhibitors of human steroid receptor coactivator 1 (SRC1) | Q15788 | HEK293 GAL4-SRC1 luciferase reporter, luminescence | inhibition, % at 3.6 µM | actives 0.12% (n = 360,000) | AID 588354;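 active = inhibition above the campaign mean plus 3 SD, with each screening campaign given its own cutoff, cut at about 60% in these data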;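 also: 0% = DMSO treated cells and 100% = gossypol at 36 µM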
# TROY NFkB inh: inhibitors of TROY-dependent NF-kB signaling. Q293 LMP1-TROYcd NF-kB luciferase reporter, 4 h. inhibition, % at 10 µM. actives 0.98% (n = 360,000);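 active = compounds whose plate-normalised and pattern-corrected inhibition of the luciferase reporter signal at the single screening dose is 50% or more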
# NCOA3 inh: human NCOA3 inhibition; actives 0.17% (n = 360,000); inhibition, % at 3.6 µM; AID 588352; HEK293 GAL4-SRC3 luciferase reporter, luminescence; Q9Y6Q9;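 active = inhibition above a per-campaign cutoff, the mean of all compounds plus 3 SD, cut at about 60% in these data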;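 also: 0% = DMSO-treated cells and 100% = gossypol-treated cells at 36 µM; higher means less SRC3-driven luciferase light from the GAL4 reporter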
# TLR9-MyD88 block: blocks human TLR9 binding to MyD88; Q9NR96+Q99836; CHO BLA complementation TLR9-MyD88, CCF4 FRET ratio; inhibition, % at 4.98 µM; actives 0.21% (n = 340,000); AID 504734;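 active = inhibition above the mean over all tested compounds plus 3 SD, cut at about 21% in these data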;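 also: 0% = DMSO only wells and 100% = clavulanate BLA inhibitor control wells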
# SRC2 inh: inhibits human steroid receptor coactivator 2. Q15596. inhibition, % at 9 µM. HEK293 GAL4-SRC2 luciferase reporter, luminescence. actives 0.17% (n = 370,000);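 active = inhibition above the mean inhibition of all tested compounds plus 3 SD, set per campaign, cut at about 52% in these data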;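 also: 0% = DMSO treated cells and 100% = cells given Gossypol at 36 µM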
# ABHD5-PLIN5 inh: inhibitors of human ABHD5-perilipin-5 interaction; Q00G26+Q8WTS1; Split G. princeps luciferase complementation, luminescence, 4 h; inhibition, % at 4 µM; actives 0.78% (n = 360,000);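 active = inhibition above the mean inhibition across every tested compound plus 3 SD, cut at about 22% in these data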;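 also: 0% = DMSO only wells and the 100% control is not disclosed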
# NR2F2 inh: blocks human COUP-TFII nuclear receptor | HEK293T NGFI-A luciferase reporter, luminescence | inhibition, % at 8.6 µM | actives 0.7% (n = 370,000) | AID 686940;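 active = inhibition above a per-plate cutoff, mean inhibition of test wells between control levels plus 3 SD, cut at about 38% in these data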;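 also: cells cotransfected with COUP-TFII expression vector driving the NGFI-A reporter; 0% = median of COUP-TF2 test wells and 100% = reporter-only cells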
# Target sequence (P24468 whole entry, looked up): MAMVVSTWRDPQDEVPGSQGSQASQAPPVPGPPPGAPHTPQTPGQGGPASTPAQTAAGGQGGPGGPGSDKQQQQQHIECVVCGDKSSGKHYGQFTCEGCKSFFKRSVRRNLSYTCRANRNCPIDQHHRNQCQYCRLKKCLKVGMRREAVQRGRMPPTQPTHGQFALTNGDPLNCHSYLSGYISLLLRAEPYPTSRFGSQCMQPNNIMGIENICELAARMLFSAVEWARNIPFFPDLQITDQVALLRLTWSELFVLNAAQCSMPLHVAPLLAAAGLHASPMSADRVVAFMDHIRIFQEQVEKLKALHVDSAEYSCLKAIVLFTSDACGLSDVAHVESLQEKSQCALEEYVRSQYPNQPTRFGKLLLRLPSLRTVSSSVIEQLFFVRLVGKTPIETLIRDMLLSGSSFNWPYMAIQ
# NOD2 RIPK2 PPI: inhibitors of human NOD2-RIPK2 interaction. O43353. CHO BLA complementation NOD2-RIPK2, CCF4 ratio. inhibition, % at 4.98 µM. actives 0.38% (n = 360,000). AID 624267; in the data active = inhibition above about 21%;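 also: 0% = vehicle only and 100% = reference blocker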
# LRH-1 inv ag: suppresses constitutive activity of human LRH-1. HEK293T StAR-luciferase reporter, LRH-1 transfected, 24 h. inhibition, % at 3.6 µM. actives 0.13% (n = 360,000);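 active = inhibition above the mean inhibition of all tested compounds plus 3 SD, cut at about 73% in these data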;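 also: 0% = DMSO wells and 100% = reporter-only cells lacking LRH-1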
# Target sequence (O00482 whole entry, looked up): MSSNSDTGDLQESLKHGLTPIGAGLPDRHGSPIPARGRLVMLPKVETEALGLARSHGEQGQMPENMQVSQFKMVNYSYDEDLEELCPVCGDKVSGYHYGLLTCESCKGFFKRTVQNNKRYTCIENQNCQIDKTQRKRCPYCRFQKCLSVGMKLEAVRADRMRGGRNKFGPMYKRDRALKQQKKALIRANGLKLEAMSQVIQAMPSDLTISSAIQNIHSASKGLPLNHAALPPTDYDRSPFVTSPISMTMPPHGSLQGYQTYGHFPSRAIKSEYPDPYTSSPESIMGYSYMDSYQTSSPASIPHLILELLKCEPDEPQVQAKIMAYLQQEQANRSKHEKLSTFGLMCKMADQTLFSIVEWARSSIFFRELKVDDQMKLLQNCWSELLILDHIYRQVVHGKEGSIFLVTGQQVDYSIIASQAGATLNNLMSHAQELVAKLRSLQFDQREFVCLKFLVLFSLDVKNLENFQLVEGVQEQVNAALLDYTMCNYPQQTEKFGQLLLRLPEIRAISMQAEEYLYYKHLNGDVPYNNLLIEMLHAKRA
# Granule exo inh: lytic granule exocytosis inhibition. TALL-104 LAMP-1 surface exposure, flow cytometry; cells stimulated with thapsigargin and PMA. inhibition, % at 10 µM. actives 0.66% (n = 360,000);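 active = inhibition above about 55%, limit read from the data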
# * = called active by the depositor; . = not tested or not shown.
SMILES,TWEAK Fn14 block,NCOA1 inh,TROY NFkB inh,NCOA3 inh,TLR9-MyD88 block,SRC2 inh,ABHD5-PLIN5 inh,NR2F2 inh,NOD2 RIPK2 PPI,LRH-1 inv ag,Granule exo inh
CC(C)(C)N(Cc1ccccc1)C(=O)COC(=O)C1=NN(c2ccccc2)C(=O)CC1,10.6,10.5,12.4,20.0,2.3,-25.5,-6.2,-1.6,-11.3,5.3,-8.1
CC(C)CN(C(=O)COc1ccc2ccc(=O)oc2c1)C1CCS(=O)(=O)C1 (stereo unspecified),61.3*,2.6,-12.2,-24.8,5.0,25.4,-11.6,-16.1,-9.9,-3.6,3.9
Cc1ccc(N(Cc2ccc([N+](=O)[O-])cc2)C(=O)c2ccco2)cc1C,-9.8,-11.8,24.2,15.4,-2.4,3.9,-2.2,18.3,-0.6,-8.0,-2.2
CCC[C@@H](NS(=O)(=O)c1ccc(C)cc1)C(=O)Oc1ccc2c3c(c(=O)oc2c1)CCC3,27.3,5.3,45.7,2.8,2.6,-7.7,0.9,-3.4,-1.6,7.6,-4.8
O=C(Nc1ccccc1Cl)c1cccc(NC(=O)C2CCCC2)c1,-2.1,9.0,14.6,1.0,-8.0,17.9,4.2,25.6,-5.2,-13.1,-2.1
CCOC(=O)Cn1nc(-c2ccc(C)cc2)c2ccccc2c1=O,-12.8,6.0,-23.2,3.6,0.6,-3.5,-0.9,4.6,7.7,5.3,-6.5
COc1ccc(OC)c(N/C(=N/C(=S)Nc2ccccc2)Nc2nc(C)cc(C)n2)c1,-9.8,-15.2,6.2,-10.5,.,-13.9,5.8,-8.1,-14.1,-0.1,13.7
C=CCSc1nnc(Cc2c(C)[nH]c3ccccc23)o1,13.1,-13.1,-6.5,0.7,3.9,7.5,-3.6,2.9,-10.3,-6.2,0.9
COC(=O)[C@@]12C[C@@H](CC(=O)NCc3ccccc3)C(=O)N(Cc3cccc4ccccc34)C1=CCC(C)(C)C2,.,.,.,.,.,14.4,0.2,3.1,-12.5,-20.1,7.4
O=C(CNC(=O)c1ccco1)N/N=C/c1ccc(O)c([N+](=O)[O-])c1,6.2,-12.2,6.2,10.2,-5.1,13.0,1.8,0.3,-8.8,10.8,-0.6
CN(c1ccc(C(=O)Nc2ccc(Cl)cn2)cc1)S(=O)(=O)c1ccccc1,44.0,-21.9,14.6,1.8,-4.7,1.4,-1.8,10.6,-3.0,-18.1,-0.5
CCN1CCN(c2c(Cl)cccc2NC(=O)c2cc3ccccc3o2)CC1,-19.7,1.3,-15.1,28.1,-6.5,9.8,2.4,-16.4,-8.2,22.0,3.8
CC(=O)OCC1OC(OC(C)=O)C(NC(=O)c2cccnc2)C(OC(C)=O)C1OC(C)=O (stereo unspecified),4.6,7.8,21.3,18.7,-2.1,11.2,-0.3,9.5,-2.7,5.5,0.5
CCOc1ccccc1NC(=O)c1ccc(S(=O)(=O)N(C)C)cc1,-6.3,-14.5,-15.1,3.1,-6.2,14.6,1.4,3.8,-3.0,-2.7,-2.8
O=C(COC(=O)c1cccc2ccccc12)NCCCc1ccccc1,-4.9,8.2,2.4,-11.8,-10.4,27.1,-4.9,-4.5,6.7,16.3,-2.1
O=C(O)C1C2C=CC(C2)C1C(=O)Nc1ccc(C(=O)N2CCCCC2)cc1 (stereo unspecified),-9.9,0.8,9.0,-10.4,-4.6,4.6,-3.3,-2.4,-3.5,-1.9,-1.3
Cc1c(NCc2ccccc2O)c(=O)n(-c2ccccc2)n1C,4.8,-1.7,14.8,8.3,-0.2,27.9,-2.9,1.9,-9.0,-3.6,-2.3
O=C(C[C@@H]1C/C=C\CC[C@H](Cc2ccc(F)cc2)C(=O)OC[C@@H](Cc2ccccc2)NC1=O)NCCO,6.4,0.3,7.4,9.4,-12.1,-34.5,-3.1,15.4,1.8,-0.7,-2.3
Cc1c(NC(=S)N/N=C/c2cc([N+](=O)[O-])ccc2O)c(=O)n(-c2ccccc2)n1C,23.6,1.3,18.2,17.8,6.0,17.9,6.0,1.2,-4.3,-0.3,4.0
Cn1ccnc1/C(=N\NC(=O)c1ccc(O)cc1)c1cccc([N+](=O)[O-])c1,-18.1,-15.2,1.1,11.2,-18.2,15.1,-2.4,-3.7,-12.2,2.3,-2.7
O=C(Nc1ccccc1)c1sc2cc(C(F)(F)F)cnc2c1-c1cccs1,-14.6,-16.8,-15.4,17.9,-9.4,3.6,-1.1,-3.9,-6.5,-28.2,-8.1
CC(=O)Nc1c2c(nn1-c1ccc(C)cc1)CSC2,3.8,-5.9,-3.7,24.0,-0.9,6.2,8.4,7.6,2.7,2.6,2.1
Cc1ccc(NCc2nc3ccccc3n2C)c(C)c1,42.4,-66.3,-66.1,-89.5,5.5,-35.4,1.4,-21.8,1.5,-92.4,-17.2
Cc1cccc(C)c1NC(=S)/C(=C(\[O-])c1cccs1)[n+]1ccccc1,-7.6,3.9,2.0,11.8,7.4,1.5,-3.1,-11.1,9.5,-4.7,-2.0
CN(CCOc1ccccc1)C(=O)c1cc(-c2ccco2)nc2ccccc12,14.2,-13.0,-10.0,3.3,1.0,-1.8,14.8,2.7,5.7,-1.5,-4.9

# 3 compounds out of the list, sorted by SMILES length, highest first.
SMILES,TWEAK Fn14 block,NCOA1 inh,TROY NFkB inh,NCOA3 inh,TLR9-MyD88 block,SRC2 inh,ABHD5-PLIN5 inh,NR2F2 inh,NOD2 RIPK2 PPI,LRH-1 inv ag,Granule exo inh
CC(C)(C)N(Cc1ccccc1)C(=O)COC(=O)C1=NN(c2ccccc2)C(=O)CC1,10.6,10.5,12.4,20.0,2.3,-25.5,-6.2,-1.6,-11.3,5.3,-8.1
Cc1cccc(C)c1NC(=S)/C(=C(\[O-])c1cccs1)[n+]1ccccc1,-7.6,3.9,2.0,11.8,7.4,1.5,-3.1,-11.1,9.5,-4.7,-2.0
Cc1c(NCc2ccccc2O)c(=O)n(-c2ccccc2)n1C,4.8,-1.7,14.8,8.3,-0.2,27.9,-2.9,1.9,-9.0,-3.6,-2.3

# Continued:
SMILES,TWEAK Fn14 block,NCOA1 inh,TROY NFkB inh,NCOA3 inh,TLR9-MyD88 block,SRC2 inh,ABHD5-PLIN5 inh,NR2F2 inh,NOD2 RIPK2 PPI,LRH-1 inv ag,Granule exo inh
c1ccc(Cn2ncc3c(NCc4ccco4)ncnc32)cc1,6.9,15.0,-1.0,5.3,-15.2,-17.4,6.6,19.4,13.5,6.7,2.0
CCOc1ccc(S(=O)(=O)N2CCCCC2)cc1NS(=O)(=O)c1cccs1,0.5,1.1,-9.8,-1.3,-5.0,10.0,-2.6,-7.5,2.2,9.0,-4.6
OCC[C@H]1C[C@@H](O)[C@H](O)[C@@]2(CCCCO2)O1,11.8,12.7,5.0,-6.0,-5.0,13.7,-0.3,-18.7,-15.1,-7.1,14.2
CC(=O)Oc1ccc(-c2nc3ccccc3c(=O)o2)cc1,5.8,-20.1,-28.3,2.3,7.2,-6.5,-4.8,-4.8,-8.9,7.8,-2.4
CC1(C)Cc2ccccc2-c2nnc(-c3ccccc3)n21,4.3,10.5,6.3,13.8,-3.9,-36.4,3.9,-5.7,0.8,11.9,-2.0
Cn1cnnc1Sc1nc2c(c(=O)n(C)c(=O)n2C)n1Cc1ccccc1Cl,12.4,-39.6,12.4,-7.0,3.4,1.6,-0.6,-9.0,-0.3,6.3,-0.4
c1ccc2sc(N3CN(CCN4CCOCC4)CN(c4nc5ccccc5s4)C3)nc2c1,-22.8,-4.5,-29.2,3.3,-3.4,.,6.5,.,-6.2,-2.1,-2.4
CCc1noc2c1/C(=N\O)CC(c1ccccc1)C2 (stereo unspecified),10.9,4.9,-3.2,8.2,11.5,-26.3,-1.6,-10.2,-1.2,-39.9,-0.2
COc1cccc2c1OCC1COc3c(c(=O)n(C)c(=O)n3C)C21 (stereo unspecified),27.8,8.8,-22.0,9.5,0.6,-45.6,6.5,-5.0,-1.5,17.0,3.1
COc1cc(C(=O)Nc2ccc(C(=O)NCC3CCCO3)cc2)cc(OC)c1OC (stereo unspecified),-7.6,12.0,6.0,5.8,-6.3,-14.5,-1.6,-28.1,-4.6,3.6,-6.0
COc1ccc(C=C2NC(=O)NC2=O)cc1O,-3.6,7.1,-2.1,-15.2,6.1,-23.3,1.1,-2.1,-7.3,18.5,-10.3
C=CCSc1ncc(C(=O)OCC)c(N)n1,-15.0,-54.9,-98.2,-27.6,-0.2,-74.8,9.9,-13.9,-4.7,-82.1,3.3
CC(=O)c1c(C)[nH]c(C(=O)OCC(=O)Nc2ccc(Cl)cc2[N+](=O)[O-])c1C,63.8*,20.1,44.1,35.6,-1.6,32.1,-7.0,62.5*,-4.9,43.5,-5.1
Cc1ccc(Cl)cc1NC(=O)C1CCCN(S(=O)(=O)c2c(C)noc2C)C1 (stereo unspecified),-0.9,8.3,-18.5,14.5,3.2,-10.9,-1.7,10.5,-21.0,19.9,-0.2
O=C(Nc1ccc2c(c1)OCO2)c1cccc(S(=O)(=O)N2CCCC2)c1,-1.3,-28.5,2.0,-18.9,-4.3,-13.4,-12.6,-1.2,1.9,-22.8,-0.4
O=C(O)C1CCN(Cc2oc(CO)cc(=O)c2O)C1 (stereo unspecified),0.9,-7.9,-0.9,3.5,-0.4,9.1,-1.4,4.7,-3.4,9.3,-15.3
COc1ccc(-n2c(O)cnc2Nc2nc(C)cc(C)n2)cc1OC,-34.5,10.2,3.4,15.0,7.3,-12.1,0.0,6.8,-12.4,-7.6,4.6
CC(C)C(c1nnnn1CC1CCCO1)N1CCN(Cc2ccc3c(c2)OCO3)CC1 (stereo unspecified),2.5,-2.8,11.0,5.3,-5.5,10.4,1.1,-5.5,-1.7,-12.8,-4.3
Cc1ccc(S(=O)(=O)NC2CCC(C(=O)O)CC2)cc1 (stereo unspecified),-1.0,-24.7,-12.4,10.5,-5.6,14.3,3.4,3.3,-0.3,22.4,0.3
O=C(O)C1C2CCC(CC2)C1C(=O)O (stereo unspecified),-6.2,6.4,-0.8,-16.6,-0.1,0.5,-8.3,1.3,3.7,10.4,-1.3
O=C(Nc1cnccc1C(F)(F)F)NC1CCCCC1,-1.0,-16.5,-3.7,15.6,4.6,15.7,2.6,7.7,0.7,-3.3,-1.0
CC(C)=C(C#N)c1nc2ccccc2s1,-15.7,-6.0,-1.1,9.6,-4.9,-25.5,-5.0,-6.3,-9.6,9.7,12.4
N#Cc1cccc(OC(=O)c2ccc3c(=O)n4c(nc3c2)CCC4)c1,2.3,-10.5,6.5,8.9,-0.6,-14.8,-1.7,-2.8,7.5,-3.7,6.0
Cc1ccc(C(=O)Nc2c(C)cc(-c3ccccc3)oc2=O)cc1,-5.9,-0.5,9.1,14.3,6.2,-0.3,-2.2,11.5,0.5,4.0,-3.7
CC1(C)NC(=O)N(CC(O)CN(c2ccccc2)S(=O)(=O)c2ccc([N+](=O)[O-])cc2)C1=O (stereo unspecified),-11.8,-10.2,-24.9,-17.7,8.2,-6.5,3.2,-10.1,-7.6,4.7,0.8
CC(=O)c1cccc(NC(=S)NCCc2ccc(F)cc2)c1,12.2,8.5,-6.8,9.2,8.1,8.2,-2.8,5.7,-6.2,-5.5,9.5
O=C(NC1CCCC1)c1ccc(COCC(F)(F)C(F)F)o1,-2.5,-11.4,-4.3,-5.4,-2.6,.,-7.7,.,-6.1,-12.4,-1.0

# Screening results (PubChem BioAssay)

# Some of the compounds tested; rates above refer to the full screens.
